Bioassay records (PubChem BioAssay)
EBNA-1 inh: EBNA-1 DNA-binding inhibitors, primary screen, biochemical, fluorescence polarization | inhibition, % at 14.8 µM | 0.34% of 300,000 active; in the data active = inhibition above about 28%
LAP4 TOR yeast: modulators of LAP4-GFP expression in yeast, primary screen, S. cerevisiae, multiplex flow cytometry, MLPCN library; 3 h; median GFP as percent of DMSO wells; GFP response vs DMSO, % at 10 µM; 0.34% of 320,000 active;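 active = GFP response vs DMSO above a set limit, about the screen mean plus 3 SD, cut at about 150% in these data; inconclusive = under 70 cell events counted for the yeast strain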
RPL19A-GFP yeast: RPL19A-GFP expression modulators in yeast, primary screen, cell-based, S. cerevisiae, multiplex flow cytometry, MLPCN; percent response vs DMSO, % at 10 µM; AID 2025, 2009; S. cerevisiae RPL19A-GFP strain, 3 h; active compounds read low; 0.3% of 330,000 active;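 active = percent response vs DMSO below 50%; inconclusive = fewer than 70 events counted for the yeast strain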;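 note: median channel GFP fluorescence of the barcoded RPL19A-GFP strain; ratio of sample median GFP to plate DMSO average so 100% = DMSO; lower means less RPL19A-GFP as with rapamycin TOR inhibition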
ZTA DNA inh: ZTA (EBV) inhibition in EBNA-1 counter-screen. 0.15% of 320,000 active. P03206. inhibition, % at 11 µM. ZTA-DNA binding, fluorescence polarization; in the data active = inhibition above about 33%
procasp3 activ: activators of human procaspase-3 D3A mutant, primary screen, biochemical, absorbance, PC-3 D3A mutant, single concentration; recombinant procaspase-3 D3A, Ac-DEVD-pNA absorbance 405 nm; activation, % at 8.5 µM; 0.11% of 330,000 active; AID 463141, 2010;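 active = activation above the mean of all tested compounds plus 3 SD, cut at about 21% in these data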;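 note: 0% = DMSO alone and 100% = DMSO wells spiked with extra 5 µM PC-3 D3A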
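Test system: Procaspase-3 D3A mutant; medium: Zinc-free HEPES/NaCl buffer with 0.01% Triton X-100 at pH 7.4; reagent: DEVD-pNA substrate; doses: one concentration, 8.5 µM nominal, 0.8% DMSO; times: 1 h preincubation plus 2 h reaction at 25 °C; signal: Epi-absorbance at 405 nm of released p-nitroaniline, 0 and 120 min; replicates: singlicate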
AHR act: AHR activators, primary screen, cell-based, luminescence, luciferase reporter, human; AHR-responsive luciferase reporter cells; activation, % at 5 µM; 2.5% of 320,000 active; AID 2796, 2010; in the data active = activation above about 47%;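 note: 0% = vehicle wells and 100% = reference agonist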
procasp7 counter: procaspase-7 activators, primary screen, counter-screen for procaspase-3 activator project, biochemical, absorbance, HTS, human. recombinant procaspase-7, Ac-DEVD-pNA absorbance 405 nm; D23A/D198A/D206A triple mutant, cannot self-cleave; scale: DMSO 0, 5 µM enzyme 100. activation, % at 8.5 µM. 0.093% of 330,000 active. AID 463210, 2010;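 active = percent activation above the screen-wide mean plus 3 SD, cut at about 25% in these data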
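Detection: p-Nitroaniline absorbance at 405 nm, read at 0 and 120 min; system: Uncleavable procaspase-7 mutant enzyme; evaluation: % activation from two-timepoint absorbance difference, scaled to controls; times: 1 h enzyme–compound preincubation and 2 h substrate reaction, both 25 °C; buffer or medium: Zinc-free HEPES pH 7.4 with 300 mM NaCl, 0.01% Triton X-100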
MEP2-GFP yeast: modulators of MEP2-GFP levels in yeast, primary screen, S. cerevisiae, multiplex flow cytometry, MLPCN library. GFP response vs DMSO, % at 10 µM. 0.51% of 330,000 active. AID 2016, 2009. S. cerevisiae MEP2-GFP strain, 3 h; 100% = DMSO control level;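 active = GFP response versus DMSO above a set limit, roughly screen mean plus 3 SD, cut at about 180% in these data; inconclusive = fewer than 70 cells counted for a yeast strain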;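 note: median GFP fluorescence of the barcode-gated MEP2-GFP cells per well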
An asterisk follows results filed as active; ? = inconclusive; . = no result given; [ ] = another dose, or the depositor's remark.

SMILES	EBNA-1 inh	LAP4 TOR yeast	RPL19A-GFP yeast	ZTA DNA inh	procasp3 activ	AHR act	procasp7 counter	MEP2-GFP yeast
Cc1occc1C(=O)NNC(=O)NC12CC3CC(CC(C3)C1)C2	-6	87	99	-7	-3	-2	11	103
O=C(NNC(=O)c1cccnc1Cl)c1ccc(F)cc1	-6	96	104	1	3	1	-2	107
O=C1N[C@H](Cc2ccccc2)COC(=O)[C@H](Cc2ccc(F)cc2)CC/C=C/C[C@H]1CC(=O)N(CCO)Cc1ccccc1	.	103	95	.	1	1	16	100
COCCNC(=O)Cn1cc(/C=C(\C#N)C(=O)NC2CC2)c2ccccc21	13	102	100	20	-4	3	-5	106
Cc1ccccc1-c1nc(CS(=O)CC(=O)NC(C)CCc2ccccc2)c(C)o1 (stereo unspecified)	-1	?	?	7	3	1	-4	?
COc1cccc(N2CCN(CC(=O)Nc3ccccc3C(=O)NCCc3ccccc3)CC2)c1	.	91	87	2	6	39	6	94
O=C(O)CCC(=O)N1CCC(n2nnc3cc(C(F)(F)F)ccc32)CC1	-3	102	112	0	3	1	10	109
COc1cc(NC(=O)c2ccco2)c(OC)cc1NC(=O)CCC(=O)Nc1cccc(C)c1C	-3	107	103	-2	4	1	-9	105
Cc1ccc(Cl)cc1NC(=O)COC(=O)C1CCCCC1	-7	105	103	-22	3	0	10	109
COC(=O)c1cc(Br)ccc1NC(=O)CCNC(=O)c1ccco1	1	105	107	-6	0	-4	-2	107
COc1ccccc1NCC(=O)c1ccc(Cl)cc1	0	115	112	-7	7	2	2	117
C[C@@]1([C@@H](NC(=O)c2cccs2)c2ccc(-c3ccccc3)cc2)C[C@H]1C1CCCCC1	-4	.	.	-1	1	3	6	.
O=C(O)C1CCCN1S(=O)(=O)c1cc(Cl)ccc1Cl (stereo unspecified)	1	98	96	13	6	1	9	96
CCCCOc1ncnc2c1[nH]c1ccc(OC)cc12	0	107	102	-10	6	25	6	103
O=C(NCC1CCCO1)NC1(C(F)(F)F)Oc2ccccc2O1 (stereo unspecified)	11	101	100	8	-3	1	2	96
COc1cc(/C=N/NC(=O)C[n+]2ccccc2)cc(OC)c1OC	6	90	101	-9	5	1	4	99
COc1nc(Nc2ccc(-c3nc4ccccc4o3)cc2)nc(N2CCOCC2)n1	3	94	99	9	-2	5	6	105
Brc1ccc(OCc2nnc3n2CCC3)cc1	2	92	102	2	5	-4	8	100
c1ccc2cc(OCCCn3ccnc3)ccc2c1	1	84	96	14	4	14	2	90
O=C(CN(C(=O)CCC(=O)Nc1nccs1)c1ccc(F)c(Cl)c1)NCc1ccco1	7	94	99	-6	1	11	4	98
COc1cc(C(=S)N2CCOCC2)ccc1OS(=O)(=O)c1ccccc1[N+](=O)[O-]	12	102	110	4	-4	-3	1	103
O=c1ccc(-c2ccc(S(=O)(=O)Nc3ccccc3)o2)n[nH]1	-5	105	103	-15	-4	-1	3	106
CC(=C/c1ccccc1)/C=C1/SC(N2CCOCC2)=NC1=O	3	103	98	9	5	4	-4	99
COc1cc(/C=N/n2cnc3scc(-c4cccs4)c3c2=O)cc(OC)c1OC	4	.	.	6	-2	12	-1	.
CSc1ccccc1NC(=O)c1cc(-c2cccnc2)nc2ccc(Br)cc12	-14	107	103	2	-1	29	-4	105
O=C(NC1CCCCCCC1)C1=COCCO1	3	101	98	-7	-10	1	1	102
CC(=O)c1ccc(S(=O)(=O)N(CCCO)Cc2cc3cc4c(cc3[nH]c2=O)OCCO4)cc1	3	85	84	-1	6	0	0	129
Cc1ccc(-c2csc3nc(=O)c(C)nn23)cc1	0	94	112	-1	6	0	-4	98
Cc1nc(C)c(C(=O)C2=C(O)C(=O)N(CCN(C)C)C2c2ccccc2)s1 (stereo unspecified)	-5	92	93	2	-8	-1	1	99
COC(=O)c1ccc(NC(=O)CSc2nnc(COc3ccccc3)n2C)cc1	-1	99	98	-1	2	0	-3	105
C=CCC[C@@H](Cc1ccc(F)cc1)C(=O)OC[C@@H](Cc1c[nH]c2ccccc12)NC(=O)[C@H](CC=C)CC(=O)N(CCO)Cc1ccccc1	.	103	103	.	2	1	-9	98
CC(NC(=O)c1ccc2ccccc2n1)c1ccc(Br)cc1 (stereo unspecified)	-4	130	107	4	4	17	-5	101
Cn1ncc(N=Cc2ccc([N+](=O)[O-])cc2)c1C(=O)N1CCOCC1	2	97	99	-9	0	1	1	101
CN1CCN(C(=O)c2cccn(Cc3ccc(C(F)(F)F)cc3)c2=O)CC1	-11	82	101	-2	3	2	11	106
C/C(=N\NC(=O)c1nnn(-c2nonc2N)c1CN1CCCCCC1)c1ccc(Br)cc1	-2	99	102	5	-1	-1	-3	100
C=CCOc1ccc(Br)cc1CNCCO	-3	92	105	-11	9	-1	-8	105
O=[N+]([O-])c1ccc(O)c2ncccc12	-7	313*	97	2	9	3	-7	105
O=C1c2ccccc2C(=O)N1Cc1ccccn1	-2	108	101	-4	5	-1	-4	120
COc1ccc(N2CC(NC(=O)N3CCN(C(=O)c4ccco4)CC3)CC2=O)cc1OC (stereo unspecified)	9	104	101	9	-2	-2	-9	106
COc1ccc(C(=O)CSc2nc(SC)ns2)cc1OC	0	102	98	7	3	28	-7	105
COc1ccc(OC)c(C(=O)COC(=O)c2c(OC)cccc2OC)c1	2	101	101	4	8	4	1	100
c1ccc2c(c1)ncn2Cc1nnc2sc(-c3ccc4c(c3)OCO4)nn12	-1	110[may fluoresce violet]	38*[may fluoresce violet]	-1	-7	50*	2	554*[may fluoresce violet]
Cn1c(=O)c(Oc2cc(Cl)cc(Cl)c2)nc2ccccc21	-1	101	101	18	-3	26	4	103
CCc1ccc(-n2c(SCC(=O)c3ccc4c(c3)NC(=O)CO4)nc3ccccc3c2=O)cc1	0	103	103	-10	9	0	-3	97
CCCSc1nsc(NC(=O)Nc2ccc(F)cc2F)n1	-2	92	100	-5	2	9	-5	111
COc1cccc(-c2noc(CCC(=O)NCCc3ccccc3)n2)c1	8	99	98	-1	3	-3	-4	99
CCCCOC(=O)Nc1ccccc1C(=O)OC	-5	102	97	-24	-3	9	-1	106
Cc1cc(NC(=O)CSc2ccccn2)cc(NC(=O)CSc2ccccn2)c1	-6	96	104	-12	-3	6	2	110
Cc1ccc(S(=O)(=O)N/N=C/c2cccc([N+](=O)[O-])c2)cc1	-7	94	104	-24	-16	2	-11	92
CC(=O)Nc1ccc(S(=O)(=O)N2CCN(C(=O)N3CCCCCC3)CC2)cc1	-4	99	98	3	-8	-6	7	106
O=[N+]([O-])c1ccc(-c2csc(N/N=C/c3cccnc3)n2)cc1	7	106	98	6	-2	-5	0	93
COc1cccc(N(CC(=O)Nc2ccccc2C(=O)N2CCCC2)S(C)(=O)=O)c1	6	109	106	-3	3	-1	2	110
CCN(CC)CCn1c2c(c(SCC(=O)Nc3nc(C)cs3)nc1=O)CCCC2	2	103	107	-9	-4	-2	0	104
Cc1ccc(N2CC(O)Cn3c2nc2c3c(=O)[nH]c(=O)n2C)cc1 (stereo unspecified)	-5	94	102	-5	5	1	7	106
COc1ccc(CCN2C(=O)CC(N3CCN(c4ccccn4)CC3)C2=O)cc1OC (stereo unspecified)	-4	107	102	-1	-6	8	-3	100
O=C(COc1ccccc1Br)NCc1ccccn1	3	104	108	-29	11	0	-1	105
CC(C)[C@@H]1NC(=O)c2cc([N+](=O)[O-])cc(I)c2NCCC[C@@H](C(=O)NC(CC(=O)O)C(N)=O)NC(=O)[C@H](CO)NC1=O (stereo partly specified)	-2	135	102	9	4	0	-12	98
NC(=O)c1ccc[n+](CC(=O)c2ccc(F)cc2)c1	-1	113	102	8	0	-1	18	101
CSc1cccc(NC(=O)C2CCCN(S(=O)(=O)c3ccc(F)cc3)C2)c1 (stereo unspecified)	-2	103	105	7	5	8	-1	105
O=C(CSc1nnc(-c2ccccc2)o1)N1CCN(c2ccccc2)CC1	-12	105	100	-11	1	5	-9	95

3 entries from above, set out differently:
SMILES: CC(C)[C@@H]1NC(=O)c2cc([N+](=O)[O-])cc(I)c2NCCC[C@@H](C(=O)NC(CC(=O)O)C(N)=O)NC(=O)[C@H](CO)NC1=O (stereo partly specified)
  EBNA-1 inh: -2; LAP4 TOR yeast: 135; RPL19A-GFP yeast: 102; ZTA DNA inh: 9; procasp3 activ: 4; AHR act: 0; procasp7 counter: -12; MEP2-GFP yeast: 98

SMILES: CCc1ccc(-n2c(SCC(=O)c3ccc4c(c3)NC(=O)CO4)nc3ccccc3c2=O)cc1
  EBNA-1 inh: 0; LAP4 TOR yeast: 103; RPL19A-GFP yeast: 103; ZTA DNA inh: -10; procasp3 activ: 9; AHR act: 0; procasp7 counter: -3; MEP2-GFP yeast: 97

SMILES: COc1cccc(-c2noc(CCC(=O)NCCc3ccccc3)n2)c1
  EBNA-1 inh: 8; LAP4 TOR yeast: 99; RPL19A-GFP yeast: 98; ZTA DNA inh: -1; procasp3 activ: 3; AHR act: -3; procasp7 counter: -4; MEP2-GFP yeast: 99

(further entries)
SMILES	EBNA-1 inh	LAP4 TOR yeast	RPL19A-GFP yeast	ZTA DNA inh	procasp3 activ	AHR act	procasp7 counter	MEP2-GFP yeast
Cc1ccc(S(=O)(=O)c2c(C)cc(C)nc2Cl)cc1	6	119	99	2	-1	2	-1	98
Nc1nc2n(c1C(=O)c1ccccc1)CCC2	0	99	102	2	-2	3	-2	105
Cc1cc(-c2ccccc2)nc2c(Br)c(C(=O)O)nn12	4	111	90	0	8	2	4	93
CCOC(=S)SCc1cn2ccc(C)cc2n1	6	91	96	8	-24	1	-24	100
CC1CCCCC1NC(=O)c1ccc(S(=O)(=O)N2CCN(C)CC2)cc1 (stereo unspecified)	1	90	102	-9	4	1	15	108
CCOC(=O)c1cc2cc([N+](=O)[O-])ccc2oc1=O	-10	107	96	1	7	0	1	92
CCCn1c(C)cc(C(=O)COc2ccc(S(=O)(=O)N(CC)CC)cc2[N+](=O)[O-])c1C	-2	98	97	-24	-5	-1	-3	100
Cc1cc(C)n(-c2cc(N3CCN(C(=O)c4ccccc4C)CC3)ccc2[N+](=O)[O-])n1	3	100	101	4	4	1	7	104
Cc1ccccc1NCC(=O)N/N=C/c1c(C)c(C(=O)c2ccc(Cl)cc2)n2ccccc12	5	94	104	-11	9	41	-4	99
C1=C(c2ccco2)N2CCN=C2S1	7	75	94	15	-12	2	-10	87
OC(CN1CCN(C(c2ccccc2)c2ccccc2)CC1)c1ccccc1 (stereo unspecified)	5	100	95	-1	-7	1	0	98
CC(OC(=O)CCN=C1NS(=O)(=O)c2ccccc21)C(=O)Nc1ccc(F)cc1 (stereo unspecified)	-13	108	98	-7	11	1	3	100
CCc1cc(=O)oc2c(CN3CCN(C)CC3)c(O)c(Cl)cc12	9	84[may fluoresce violet]	44*[may fluoresce violet]	5	2	-4	5	302*[may fluoresce violet]
CC12CCC(=O)N1C(C(=O)N1CCN(S(=O)(=O)c3cccc(Cl)c3)CC1)CS2 (stereo unspecified)	8	101	102	1	2	1	-1	98
O=C1C=C(c2ccc(Br)c3ccccc23)C[C@@H](c2ccc3c(c2)OCO3)C1	.	103	98	-7	-2	89*	6	102
N=c1sccn1CC(=O)Nc1ccccc1Oc1ccccc1	-9	105	98	3	8	0	4	118
CCOCC(=O)Nc1nnc(COC)s1	3	101	106	7	5	0	4	102

The order is random, and some 3.8% of all compounds hit somewhere here.
